HTR5A ag = HTR5A agonists in luminescence cell assay, primary screen, counter-screen for OPRM1-OPRD1 heterodimer agonist project, full-deck HTS | 5-hydroxytryptamine receptor 5A (Homo sapiens), P47898 | cell-based | activation, % at 9.3 µM | 0.61% of 340,000 active; in the data active = activation mostly above about 9.5%, no sharp cut-off; inactive = mostly below about 7.6%;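 also: 0% = cells with vehicle only and 100% = reference agonist; strong numbers were not always called active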
OPRM1-OPRD1 ag = agonists of OPRM1-OPRD1 heterodimerization, primary screen, cell-based, luminescence | Mu-type opioid receptor (Homo sapiens) + Delta-type opioid receptor (Homo sapiens), … | cells | activation, % at 9.3 µM | 0.3% of 340,000 active; in the data active = activation above about 18%;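 also: 0% = vehicle-treated cells and 100% = reference agonist; values of inactives mirror those of a sister screen read the other way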
Target sequence (P35372 whole entry, looked up): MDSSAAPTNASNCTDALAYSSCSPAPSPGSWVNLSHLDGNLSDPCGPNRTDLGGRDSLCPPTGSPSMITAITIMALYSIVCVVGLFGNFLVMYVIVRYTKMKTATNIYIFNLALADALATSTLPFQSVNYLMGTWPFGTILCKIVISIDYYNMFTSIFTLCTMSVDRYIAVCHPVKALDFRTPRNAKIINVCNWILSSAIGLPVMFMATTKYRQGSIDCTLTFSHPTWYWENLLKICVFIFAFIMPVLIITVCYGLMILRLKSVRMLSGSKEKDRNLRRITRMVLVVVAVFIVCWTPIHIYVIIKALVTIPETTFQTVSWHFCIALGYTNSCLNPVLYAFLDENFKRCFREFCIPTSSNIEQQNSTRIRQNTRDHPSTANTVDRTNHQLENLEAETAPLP
Target sequence (P41143 whole entry, looked up): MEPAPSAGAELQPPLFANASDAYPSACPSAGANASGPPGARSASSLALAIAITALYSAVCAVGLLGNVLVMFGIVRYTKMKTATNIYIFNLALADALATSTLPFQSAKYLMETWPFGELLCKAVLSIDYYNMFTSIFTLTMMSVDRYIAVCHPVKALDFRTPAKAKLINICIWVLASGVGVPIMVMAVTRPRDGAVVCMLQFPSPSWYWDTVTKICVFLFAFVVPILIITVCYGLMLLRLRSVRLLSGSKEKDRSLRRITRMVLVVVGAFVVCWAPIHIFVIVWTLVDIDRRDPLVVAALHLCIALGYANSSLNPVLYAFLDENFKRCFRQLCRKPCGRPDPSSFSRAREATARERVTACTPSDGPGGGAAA
V-ATPase pH = regulators of yeast V-ATPase proton pumping, primary screen, pHLuorin cytosolic pH fluorescence. S. cerevisiae. response, % at 10 µM. 0.37% of 350,000 active. AID 504577, 2011; in the data active = response mostly above about 7.3%, no sharp cut-off; inactive = mostly below about 5.4%; also: actives read high; inactives centre near 0; some compounds called inactive have numbers as strong as hits; reference of the scale not given here
HTR5A inv ag = HTR5A inverse agonists in luminescence cell assay, primary screen, counter-screen for OPRM1-OPRD1 heterodimer inverse agonist project, full-deck HTS. 5-hydroxytryptamine receptor 5A (Homo sapiens), P47898. HTR5A cell line, inverse agonism. AID 504634, 2011. inhibition, % at 9.3 µM. 0.083% of 340,000 active; in the data active = inhibition mostly above about 23%, no sharp cut-off; inactive = mostly below about 18%;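 also: 0% = cells with DMSO and 100% = no-cell wells with DMSO; some compounds called inactive have numbers as strong as hits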
PKA-R1A activ = activators of PKA-R1A holoenzyme, primary screen, biochemical, fluorescence polarization, Cy5-IP20, bovine R1A, mouse PKAc; 0.083% of 340,000 active; activation, % at 11.4 µM; cAMP-dependent protein kinase type I-alpha regulatory subunit (Bos taurus) + …; PKA-R1A dissociation; scaled: DMSO 0%, 113 µM cGMP 100%; AID 504707, 2011;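 active = percent activation above the mean of all tested compounds plus 3 SD, cut at about 19% in these data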;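 also: higher means more PKAc released from R1A so a rise in polarization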
DAGLB inh = DAGLB lipase inhibitors, primary screen, biochemical, fluorescence, HTS; Diacylglycerol lipase-beta (Homo sapiens), Q8NCG7; HEK293T DAGLB membrane lysate, EnzChek fluorogenic substrate; inhibition, % at 5.17 µM; 0.059% of 340,000 active; in the data active = inhibition above about 34%;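 also: 0% = enzyme with vehicle and 100% = wells lacking enzyme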
PKA-R2B activ = activators of PKA-R2B holoenzyme, primary screen, biochemical, fluorescence polarization, Cy5-IP20, human; activation, % at 11.4 µM; PKA-R2B holoenzyme dissociation; R2B truncated from residue 108, S112A mutant; 0% DMSO only, 100% 113 µM cGMP; AID 504700, 2011; cAMP-dependent protein kinase catalytic subunit beta (Homo sapiens) + cAMP-dependent …; 0.079% of 340,000 active;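 active = activation above a cutoff set at the mean over all compounds plus 3 SD, cut at about 18% in these data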;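 also: higher means more holoenzyme dissociation and a rise in polarization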
MOR-DOR inv ag = inverse agonists of MOR-DOR heterodimerization, primary screen, cell-based, luminescence; cell-based MOR-DOR heterodimer luminescence, inverse agonism; 0.21% of 340,000 active; inhibition, % at 9.3 µM; AID 504357, 2011; Mu-type opioid receptor (Homo sapiens) + Delta-type opioid receptor (Homo sapiens), …; in the data active = inhibition above about 22%, passing the limit was not always enough;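 also: 0% = cells with DMSO and 100% = wells without cells with DMSO; values of inactives mirror those of a sister screen read the other way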
Arrestin-AP2 inh = inhibitors of beta-arrestin/AP2 binding, primary screen, biochemical, GPCR trafficking, flow cytometry. beta-arrestin 1 C-terminal peptide binding to AP2 beta2-adaptin appendage (human). FITC-arrestin peptide / GST-AP2 beads; AP2 beta2 appendage carries R879A mutation. inhibition, % at 10 µM. 0.31% of 340,000 active. AID 504490, 2011;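 active = inhibition above a set limit, near 3 SD of compounds lacking own fluorescence, cut at about 54% in these data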;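 also: plate controls were DMSO wells for no effect and 5 µM unlabelled arrestin peptide for full effect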
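System: GST-AP2 R879A bound to glutathione beads, E. coli-expressed. Also added: 50 nM FITC-arrestin peptide. Schedule: compound with beads 12 min RT, then probe 1 h RT. Signal: bead flow cytometry, FITC channel. Read-out basis: percent response.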
DSG3 Ab inh = inhibitors of pemphigus antibody binding to DSG3, primary screen, biochemical, bead-based, flow cytometry, scFv-GFP | Desmoglein-3 (Homo sapiens), P32926 | DSG3-coupled beads, scFv-anti-DSG3-GFP binding; stronger effect = lower value | binding (percent of control), % at 10 µM | 0.48% of 310,000 active;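 active = binding more than 3 SD below its plate's average and above zero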;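 also: hits lower antibody fragment binding to DSG3; some compounds called inactive have numbers as strong as hits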
An asterisk follows results filed as active; . = not tested or not shown. Hits appear at their usual frequency. Share with any hit: about 2.4%.

#1 Cc1ccc2c(c1)N(C(=O)CCC(=O)NCCN1CCOCC1)CC(C)O2 (stereo unspecified)
#2 O=[N+]([O-])c1ccc(NN=Cc2cccc(O)c2)nc1
#3 CC[C@]12c3[nH]c4ccccc4c3CCN1C(=O)C(CC(=O)NCCCN(C)C)C[C@@H]2C(=O)N1CCN(C(=O)c2ccco2)CC1 (stereo partly specified)
#4 COc1ccc2c([N+](=O)[O-])c(N3CCCC3)[nH]c2c1
#5 Cc1cc(/C=C2\C(=N)N3N=C(c4ccco4)SC3=NC2=O)c(C)n1Cc1ccccc1
#6 Cc1ccc(C(=O)N2CC(=O)Nc3ccc(F)cc3C2c2ccc(F)cc2)cc1 (stereo unspecified)
#7 CC(C)C(c1nnnn1C1CCCC1)N1CCCCC1 (stereo unspecified)
#8 COC(=O)c1cc(NC(=O)Cn2c(=O)cnc3ccccc32)cc(C(=O)OC)c1

entry no.,1,2,3,4,5,6,7,8
OPRM1-OPRD1 ag,-0.5,-1.4,-1.6,0.0,4.7,-0.3,0.2,0.3
V-ATPase pH,4,4,0,-7,1,2,-2,.
PKA-R1A activ,-5,-10,-6,-3,-10,6,1,-6
HTR5A inv ag,-4,17,-4,-10,-3,6,0,19
MOR-DOR inv ag,3,7,7,0,-23,2,-1,-2
DAGLB inh,1,4,0,1,13,1,-4,-1
HTR5A ag,-1,-4,1,1,3,-2,-3,2
Arrestin-AP2 inh,23,2,1,2,2,15,11,8
PKA-R2B activ,8,-19,-1,-11,6,2,-4,0
DSG3 Ab inh,96,.,97,95,.,98,93,90

#9 CCN(CC)CCn1c(=S)[nH]c2cc(C(=O)NCCc3ccc(OC)c(OC)c3)ccc2c1=O
#10 O=C(Nc1cc(S(=O)(=O)N2CCCCC2)ccc1Cl)c1ccc(F)cc1
#11 CCOc1ncccc1C(=O)Nc1cc(S(=O)(=O)N2CCOCC2)ccc1OCC(F)(F)F
#12 COc1ccc(CCNCc2ccccc2N2CCCC2)cc1
#13 O=C1CSc2ccc(C(=O)NCC(c3ccco3)N3CCCCC3)cc2N1 (stereo unspecified)
#14 CCCCNC(=O)CS(=O)Cc1nc(-c2ccc(C)cc2)oc1C (stereo unspecified)
#15 CCCCOCCCNC(=O)c1ccc(OCC)cc1
#16 O=C(Cn1cncn1)NCc1ccccc1Br

entry no.,9,10,11,12,13,14,15,16
OPRM1-OPRD1 ag,.,-1.6,-2.1,1.9,5.3,-1.7,-1.2,-1.0
V-ATPase pH,-1,2,1,2,-2,2,0,-1
PKA-R1A activ,-2,-7,-7,1,0,-6,-6,4
HTR5A inv ag,.,-15,0,4,35,1,9,10
MOR-DOR inv ag,.,6,11,-9,-27,9,5,5
DAGLB inh,1,-8,-5,-2,-1,2,0,-1
HTR5A ag,.,4,0,-1,-4,-3,-4,-4
Arrestin-AP2 inh,.,18,29,2,10,1,1,-7
PKA-R2B activ,-2,-6,-8,-3,-6,-3,1,7
DSG3 Ab inh,92,100,86,.,102,109,.,97

Next section, starting with the last 4 of the part before.
#13 O=C1CSc2ccc(C(=O)NCC(c3ccco3)N3CCCCC3)cc2N1 (stereo unspecified)
#14 CCCCNC(=O)CS(=O)Cc1nc(-c2ccc(C)cc2)oc1C (stereo unspecified)
#15 CCCCOCCCNC(=O)c1ccc(OCC)cc1
#16 O=C(Cn1cncn1)NCc1ccccc1Br
#17 Cc1ccc2nc(NC(=O)c3cccs3)sc2c1
#18 Nc1nnc(CSc2ccc(Cl)cc2)s1
#19 CCOC(=O)CCc1c(C)c(C#N)c2nc3ccccc3n2c1-n1cnc2ccccc21
#20 CC(Oc1ccc(Cl)cc1)C(=O)NNC(=S)NC(=O)c1ccco1 (stereo unspecified)
#21 CCOc1cc(/C=N/O)ccc1OCc1ccc(F)cc1
#22 CN(C)S(=O)(=O)c1cc(NC(=O)[C@H](Cc2ccccc2)N2C(=O)c3ccccc3C2=O)ccc1Cl
#23 COC(=O)c1ccc(Nc2cc(C)nc3ncnn23)cc1
#24 Cc1ccc(S(=O)(=O)c2nc(S(C)(=O)=O)sc2NCc2ccc3c(c2)OCO3)cc1

entry no.,13,14,15,16,17,18,19,20,21,22,23,24
OPRM1-OPRD1 ag,5.3,-1.7,-1.2,-1.0,0.9,0.3,1.6,-4.8,2.5,-1.5,-2.0,-3.0
V-ATPase pH,-2,2,0,-1,-2,-3,-8,2,0,-2,2,0
PKA-R1A activ,0,-6,-6,4,-1,-12,-20,9,6,4,-3,-5
HTR5A inv ag,35,1,9,10,1,6,-5,2,1,5,-21,-3
MOR-DOR inv ag,-27,9,5,5,-5,-2,-9,26,-13,9,12,15
DAGLB inh,-1,2,0,-1,-2,-2,2,3,-5,0,0,-1
HTR5A ag,-4,-3,-4,-4,4,-2,0,1,4,-2,2,1
Arrestin-AP2 inh,10,1,1,-7,-7,0,-4,18,33,5,25,0
PKA-R2B activ,-6,-3,1,7,-1,1,-12,9,-12,-1,0,4
DSG3 Ab inh,102,109,.,97,94,105,.,105,113,97,96,101

Part of the list above, reduced to PKA-R2B activ, DAGLB inh and MOR-DOR inv ag:
#	compound	PKA-R2B activ	DAGLB inh	MOR-DOR inv ag
17	Cc1ccc2nc(NC(=O)c3cccs3)sc2c1	-1	-2	-5
23	COC(=O)c1ccc(Nc2cc(C)nc3ncnn23)cc1	0	0	12

Next part.
#25 Cc1ccc(CC2C(=O)N(c3ccc(F)cc3)C(=O)C2C)cc1 (stereo unspecified)
#26 COC1C(C)=C(C)C(=O)N1Cc1ccccc1 (stereo unspecified)
#27 O=C(c1cccc(S(=O)(=O)N2CCCc3ccccc32)c1)N1CCN(c2ccccc2)CC1
#28 Cc1ccc2cc(CCNC(=O)C(C)C)c(=O)[nH]c2c1
#29 COc1cc(/C=C/c2noc(-c3ccccc3O)n2)cc(OC)c1OC
#30 c1ccc(C[C@H]2CNCCN2CCc2cccc3ccccc23)cc1
#31 Cc1cc(C)nc(SCC(=O)Nc2ccc3c(c2)OCO3)n1
#32 O=C(Nc1ccccc1C(=O)O)c1ccc(NC(=O)C2CCCCC2)cc1

entry no.,25,26,27,28,29,30,31,32
OPRM1-OPRD1 ag,-1.2,-3.3,-1.3,-0.6,-1.8,3.1,-1.1,1.8
V-ATPase pH,2,0,4,2,-1,-2,4,0
PKA-R1A activ,5,8,-1,-2,4,5,7,3
HTR5A inv ag,-8,-19,3,15,19,-13,23,-18
MOR-DOR inv ag,6,16,6,4,8,-17,6,-7
DAGLB inh,-2,-1,4,-1,-3,-3,3,7
HTR5A ag,2,5,-1,-5,-5,15,-1,7
Arrestin-AP2 inh,-11,-6,25,-7,18,28,-5,-7
PKA-R2B activ,-1,0,-10,-5,-11,1,-3,8
DSG3 Ab inh,119,115,100,101,96,107,104,116

#33 CSc1nsc(SCC(=O)Nc2ccc(C(N)=O)cc2)n1
#34 CCCn1c2ccccc2c2cnn(CC(=O)N3CCN(C4CCCCC4)CC3)c(=O)c21
#35 C=CCN(C(=O)CNC(=O)c1ccco1)C(C(=O)NC1CCCCC1)c1cccnc1 (stereo unspecified)
#36 CC1(C)NC(=O)N(CCCCOc2ccc3ccccc3c2Cl)C1=O
#37 Cn1c(SCc2ccccc2[N+](=O)[O-])nnc1-c1cccnc1
#38 COc1ccc(OCC(O)CNC(=O)Nc2ccc(Cl)cc2)cc1 (stereo unspecified)
#39 CC(=O)N1CCN(c2ccc(NCc3ccco3)cc2)CC1
#40 CCc1nnc(NC(=O)CSc2nc(-c3ccccc3)cc(-c3ccc(OC)cc3)c2C#N)s1

entry no.,33,34,35,36,37,38,39,40
OPRM1-OPRD1 ag,-0.5,-0.4,-0.7,-0.7,-3.3,-2.9,-1.8,-1.8
V-ATPase pH,1,-1,0,0,-5,-66,-2,-1
PKA-R1A activ,-16,3,4,-4,-11,-6,-5,3
HTR5A inv ag,11,-6,19,1,-11,21,-5,-8
MOR-DOR inv ag,3,2,4,3,16,14,8,9
DAGLB inh,0,-3,0,-4,-3,0,-2,-1
HTR5A ag,-5,1,3,0,4,7,3,3
Arrestin-AP2 inh,2,2,-7,-10,33,3,20,-6
PKA-R2B activ,-2,-2,14,8,1,-6,-10,5
DSG3 Ab inh,100,105,91,107,99,84,104,100

Some of these compounds in order of the MOR-DOR inv ag value, highest first.
#	smiles	OPRM1-OPRD1 ag	V-ATPase pH	PKA-R1A activ	MOR-DOR inv ag	DAGLB inh	Arrestin-AP2 inh	PKA-R2B activ	DSG3 Ab inh
38	COc1ccc(OCC(O)CNC(=O)Nc2ccc(Cl)cc2)cc1 (stereo unspecified)	-2.9	-66	-6	14	0	3	-6	84
40	CCc1nnc(NC(=O)CSc2nc(-c3ccccc3)cc(-c3ccc(OC)cc3)c2C#N)s1	-1.8	-1	3	9	-1	-6	5	100
34	CCCn1c2ccccc2c2cnn(CC(=O)N3CCN(C4CCCCC4)CC3)c(=O)c21	-0.4	-1	3	2	-3	2	-2	105

Next part
#41 NNC(=O)c1[nH]c2ccc([N+](=O)[O-])cc2c1-c1ccccc1
#42 CCOc1cccc2c1OC1(C)CC2NC(=O)N1c1cccc(C(=O)NCc2ccccn2)c1 (stereo unspecified)
#43 Cc1ccc(S(=O)(=O)N2CCN(C(=O)c3cc(S(=O)(=O)N4CCOCC4)c(Cl)cc3Cl)CC2)cc1
#44 CCc1ccc(/C=C2/C(=O)N(CC)C(=S)N2C)s1

entry no.,41,42,43,44
OPRM1-OPRD1 ag,1.4,-0.6,2.3,1.9
V-ATPase pH,2,1,-2,10
PKA-R1A activ,-14,-3,-16,-14
HTR5A inv ag,10,4,-3,10
MOR-DOR inv ag,-8,3,-10,-13
DAGLB inh,-32,-2,3,-4
HTR5A ag,-3,2,1,-2
Arrestin-AP2 inh,0,-4,6,3
PKA-R2B activ,-8,0,3,-2
DSG3 Ab inh,100,113,.,99
